High-throughput results from PubChem.
PI5P4K alpha inh: qHTS for Inhibitors of phosphatidylinositol 5-phosphate 4-kinase (PI5P4K); Phosphatidylinositol 5-phosphate 4-kinase type-2 alpha (Homo sapiens), P48426; PI5P4Kalpha enzyme, ADP-Glo luminescence, 60 min; hits give low values; max response, %; 1.2% of 330,000 active; AID 652105, 2013; active = max response of -50% or lower; inconclusive = between -30% and -50%; inactive = -30% or higher; note: value at the top dose of about 77 µM; % is set by controls: 0 for no effect and ±100 for the full control effect
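Reactions run in 0.038 M HEPES pH 7.4, 0.28 mM EGTA, 0.1% CHAPS and 5% DMSO, with PI5P4Kalpha, substrate, compound and 5 microM ATP final, one hour at room temperature. Readout is ADP-Glo luminescence.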
D3 ag: qHTS of D3 Dopamine Receptor Agonist: qHTS; D(3) dopamine receptor (Homo sapiens), P35462; D3R DiscoveRx beta-arrestin cells, luminescence, 90 min; max activation, %; 0.58% of 410,000 active; in the data active = max activation above about 30%; note: 0% is about no effect; mostly tested at two doses, the higher about 12 µM
Target sequence (P35462 whole entry, looked up): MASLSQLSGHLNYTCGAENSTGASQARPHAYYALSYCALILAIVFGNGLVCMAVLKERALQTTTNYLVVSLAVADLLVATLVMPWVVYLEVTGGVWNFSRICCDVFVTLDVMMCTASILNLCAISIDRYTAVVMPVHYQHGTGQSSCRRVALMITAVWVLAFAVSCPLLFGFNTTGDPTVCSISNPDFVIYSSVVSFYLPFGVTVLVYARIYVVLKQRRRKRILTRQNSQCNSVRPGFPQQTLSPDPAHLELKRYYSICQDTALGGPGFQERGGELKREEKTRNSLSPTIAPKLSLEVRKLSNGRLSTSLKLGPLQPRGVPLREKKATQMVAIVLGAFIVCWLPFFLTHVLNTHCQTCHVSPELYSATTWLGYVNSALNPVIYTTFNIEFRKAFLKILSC
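Cells at 1500/well, incubated overnight, then treated with pinned compounds (dopamine as control) for 90 min at 37 degrees C. DiscoveRx reagent added for 30 - 60 minutes at room temperature; luminescence read.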
HEK293 tox: qHTS of GLP-1 Receptor Inverse Agonists: Cytotox Screen. 0.13% of 410,000 active. Potency, µM (highest dose often 38.3 µM), inactives show at the top dose activity change, negative = inhibition, most hits filed as inhibitors. HEK293 cAMP-luciferase reporter cells, luminescence, 24 h;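 note: loss of luciferase light is scored as toxicity; potency is the fitted concentration of half-maximal effect; % is set by controls: 0 for no effect and ±100 for the full control effect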
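Seeding density was 200 cells/uL; after overnight-length (12 h) culture, 23 nL compounds went on for 24 h at 37 °C. Readout used a luciferase detection reagent, luminescence taken after 12 min at room temperature.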
PLK1 PBD block: qHTS for Inhibitors of PLK1-PDB (polo-like kinase 1 - polo-box domain): Primary Screen; Serine/threonine-protein kinase PLK1 (Homo sapiens), P53350; Plk1 PBD binding of FITC phosphopeptide, fluorescence polarization; Potency, µM, for inactives: max response, negative = inhibition, hits mostly inhibitors; 2.8% of 360,000 active; note: potency is the fitted concentration of half-maximal effect; series mostly up to about 57 µM; % is set by controls: 0 for no effect and ±100 for the full control effect; nearly all actives have a fitted effect of over 65% in size
IL-2 act: qHTS of IL-2 Activators | AID 652025, 2013 | 0.065% of 360,000 active | IL-2 activation reporter assay, cell-based qHTS; stimulated with anti-CD3/CD4/CD28 beads; in transgenic mouse T cells | activation, % (series mostly up to about 46 µM); in the data active = activation above about 50%; inconclusive = mostly about 30% to 49%; note: 0% is about no effect
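Using fluorescent plate cytometry, EGFP and DsRed are detected in transgenic mouse T cells stimulated 18 h at 37 degrees C with antibody-coated beads after 60 min compound pretreatment.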
GLP1R inv ag: qHTS of GLP-1 Receptor Inverse Agonists (Inhibition Mode); 1.6% of 410,000 active; Glucagon-like peptide 1 receptor (Homo sapiens), P43220; AID 624417, 2012; HEK293 GLP-1R CRE-luciferase, luminescence, 24 h; GLP-1R form is constitutively active; Potency, µM (top dose mostly 38.3 µM), for inactives: top-dose activity change, negative = inhibition, hits mostly inhibitors; note: potency is the fitted concentration of half-maximal effect; % is set by controls: 0 for no effect and ±100 for the full control effect; nearly all actives have a fitted effect of over 55% in size
Target sequence (P43220 whole entry, looked up): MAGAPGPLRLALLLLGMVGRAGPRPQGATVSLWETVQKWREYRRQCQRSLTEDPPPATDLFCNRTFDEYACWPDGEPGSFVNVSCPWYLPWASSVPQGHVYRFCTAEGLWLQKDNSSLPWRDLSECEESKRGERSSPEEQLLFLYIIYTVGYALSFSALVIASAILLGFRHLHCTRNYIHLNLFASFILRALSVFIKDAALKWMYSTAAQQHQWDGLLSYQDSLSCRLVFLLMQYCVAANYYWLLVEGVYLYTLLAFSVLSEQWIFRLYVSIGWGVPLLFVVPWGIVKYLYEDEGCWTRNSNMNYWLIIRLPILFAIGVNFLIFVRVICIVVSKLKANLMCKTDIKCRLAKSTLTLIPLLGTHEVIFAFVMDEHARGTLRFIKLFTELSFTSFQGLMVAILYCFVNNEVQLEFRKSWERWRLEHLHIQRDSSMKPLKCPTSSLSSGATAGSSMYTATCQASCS
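Luminescence readout: a drop in cAMP-driven luciferase signal flags inverse agonism at a constitutively active GLP-1R stably expressed in HEK293. Compound exposure lasted 24 hr at 37 deg C, 5% CO2.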
DRD3 antagonist: qHTS of D3 Dopamine Receptor Antagonist: qHTS; max response, negative = inhibition, %; D3R cells, DiscoveRx beta-arrestin luminescence, antagonist mode; hits give low values; AID 652054, 2013; 2.5% of 360,000 active; in the data active = max response below about -50%; inconclusive = no clear call, values can overlap the other calls; note: % is set by controls: 0 for no effect and ±100 for the full control effect; mostly tested at two doses, the higher about 12 µM
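Cells plated overnight at 1500 cells/well, then exposed to library compounds with dopamine controls for 90 minutes at 37 degrees C. DiscoveRx reagent added for 30–60 minutes at room temperature; luminescence read, quantitative HTS format.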
GLP1R ag: qHTS of GLP-1 Receptor Agonists; Glucagon-like peptide 1 receptor (Homo sapiens), P43220; HEK293 GLP-1R CRE-luciferase, luminescence, 4-6 h; cells express a hypersensitive GLP-1R form; Potency, µM (top dose mostly 45.6 µM), for the others: at the highest dose activation, usual class: activators; 0.007% of 380,000 active; note: potency is the fitted concentration of half-maximal effect; % of control where 0% means no effect
WRN inhibitor: qHTS for Inhibitors of WRN Helicase | 0.46% of 360,000 active | AID 651768, 2012 | Bifunctional 3'-5' exonuclease/ATP-dependent helicase WRN (Homo sapiens), Q14191 | Potency, µM (series often up to 114 µM), for the others: at the highest dose activity change, negative = inhibition, actives largely listed as inhibitors | WRN helicase unwinding, fluorescent forked duplex, kinetic; note: potency is the fitted concentration of half-maximal effect; % is set by controls: 0 for no effect and ±100 for the full control effect; nearly all actives have a fitted effect of over 55% in size
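WRN at 20 nM final was preincubated with compound for 15 min at room temperature; reaction started with 100 nM forked duplex oligonucleotide carrying fluorophore and quencher plus 2 mM ATP (final). Unwinding followed kinetically by red fluorescence (ex 525/em 598 nm).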
Numbers without * were called inactive; ? = inconclusive; . = no result given; [ ] = another dose, or the depositor's remark. Unless noted, calls come from the whole dose curve; as a rule, active = well fitted curve in the direction sought with a large enough effect; inconclusive = small, poorly fitted or top-dose-only effect, or another doubt; inactive = no such curve, though single readings can be large; an effect the other way counts as inactive or inconclusive. Rows are unselected. Share with any hit: about 7.8%.

entry	structure	GLP1R inv ag	WRN inhibitor	PI5P4K alpha inh	GLP1R ag	DRD3 antagonist	HEK293 tox	PLK1 PBD block	IL-2 act	D3 ag
1	CCOC(=O)C1CCN(C(=O)CN(C)S(=O)(=O)c2ccc3c(c2)c(=O)n(C)c(=O)n3C)CC1	18%	0%	-2	-1%	19	-9%	-1%	-1.1	16
2	CCOCCCNC(=O)CN1CCN(Cc2ccc(Cl)cc2)C1=O	13%	4%	-5	2%	15	-3%	4%	-4.0	2
3	S=C(CN1CCCC1=S)N1CCOCC1	-5%	-30%	5	0%	-16	-8%	-15%	0.8	-8
4	CCc1ccc(NC(=O)N(C2CCCCC2)C(C)c2cccnc2)cc1 (stereo not given)	-5%	-1%	16	1%	2	-17%	1%	-0.2	-2
5	Cc1ccc(S(=O)(=O)Nc2cccc(-c3cn4ccsc4n3)c2)cc1	3%	-10%	-4	22%	-1	?	3%	0.6	0
6	Cc1ccc(OCCCN2C(=O)C(=O)c3cc(C)ccc32)cc1	-6%	-11%	-2	-5%	-26	0%	-21%	-3.3	-7
7	Cc1cc(NC(=O)CSc2nnc(COc3ccccc3)o2)no1	12%	0%	-10	-13%	17	-25%	0%	1.0	-6
8	O=C(CSc1nnc(-c2ccc(F)cc2)c2ccccc12)Nc1ccccc1Cl	-24%	-18%	2	14%	9	0%	-11%	-2.2	-3
9	O=C(c1ccco1)N(Cc1ccccc1)Cc1ccccn1	15%	2%	-7	1%	0	-7%	9%	-3.0	6
10	CCC(CC)NC(=O)c1ccccc1Oc1ccccc1	?	-18%[57.1 µM]	-5	2%	-2	1%	0%	0.4	3

Next part
entry	structure	GLP1R inv ag	WRN inhibitor	PI5P4K alpha inh	GLP1R ag	DRD3 antagonist	HEK293 tox	PLK1 PBD block	IL-2 act	D3 ag
11	CC(C)CN(CCC(=O)O)CC(C)C	0%	0%	0	-6%	21	-6%	-8%	0.2	-6
12	CCOc1ccc(NC(=O)N(Cc2ccc(C)cc2)Cc2ccccn2)cc1	?	-4%	-2	8%	-7	1%	-4%	0.2	4
13	COc1ccc(OC)c(CN2CCN(C(=O)c3cc4ccccc4cc3O)CC2)c1	?	-12%	3	-6%	10	-25%	-9%	0.5	-5
14	O=C(CCS(=O)(=O)c1ccccc1)N1CCCc2ccccc21	-12%	-3%	0	-2%	12	-1%	-19%	0.4	-5
15	c1ccc(CN=C2Nc3ccccc3CS2)nc1	-23%	-6%	-1	13%	-2	?	-9%	-0.2	1
16	Cn1c(N)c(S(=O)(=O)c2ccc(Br)cc2)c2nc3ccccc3nc21	20%	-12%	14	-3%	-11	97%[activator]	-6%	-2.1	-4
17	COC(=O)c1ccc(CNC(=O)C(C)N=C2NS(=O)(=O)c3ccccc32)cc1 (stereo not given)	0%	3%	-6	-6%	-20	-1%	-1%	-0.3	-9
18	COc1ccc2c(c1)CCCC21NC(=O)N(CC(=O)NCc2cccs2)C1=O (stereo not given)	?	7%	3	5%	-11	-28%	-8%	-0.5	-14
19	Nc1nonc1C(=O)NCCNS(=O)(=O)c1ccc(Br)cc1	-2%	-13%	.	2%	-15	13%	-11%	-0.8	-3
20	O=C(NC(NNc1ccc([N+](=O)[O-])cc1)(C(F)(F)F)C(F)(F)F)c1ccc(F)cc1	?	?	-71*	-17%	-4	?	-26%	-0.4	4

Following part:
entry	structure	GLP1R inv ag	WRN inhibitor	PI5P4K alpha inh	GLP1R ag	DRD3 antagonist	HEK293 tox	PLK1 PBD block	IL-2 act	D3 ag
21	COc1cc2c(cc1OC)C(CSc1ccccc1C(=O)O)=NC(C)(C)C2	192%[activator]	-7%	-2	?	-7	0%	-11%	3.7	5
22	Cc1cc(C(=O)Nc2ccccc2C(=O)O)ccc1NC(=O)COc1cccc(C)c1C	5%	-2%	-6	1%	6	-1%	?	-0.3	-11
23	CC(C)OC(=O)CSc1nnc(-c2cccnc2)n1Cc1ccccc1	0%	0%	7	3%	-24	6%	-7%	-0.9	-5
24	Cn1cc(CC(=O)N2CCN(c3ccc(Cl)cc3)CC2)c2ccccc21	?	-20%[57.1 µM]	7	-2%	-21	4%	1%	-1.6	1
25	CCN1C(=O)c2ccccc2S(=O)c2ccc(C(=O)N3CCN(c4cccc(Cl)c4)CC3)cc21 (stereo not given)	20%	.	.	1%	.	-4%	.	.	-2
26	CCC(COC)NC(=O)c1ccc(OC)c(OC2CCN(C(C)=O)CC2)c1 (stereo not given)	22%	5%	-1	10%	13	-10%	-1%	1.5	10
27	Cc1ccc(S(=O)(=O)Nc2cc(C(=O)Nc3cc(C)cc(C)c3)ccc2Cl)cc1	?	-24%	0	-13%	-4	-9%	-14%	2.8	1
28	COc1ccc(/C=C(/NC(=O)c2ccc(C)cc2)C(=O)NCc2ccncc2)cc1	1%	4%	0	3%	-7	-4%	-16%	-3.3	-11
29	COCCCN1C(=O)C2C(C(=O)Nc3cc(C)cc(C)c3)C3C=CC2(O3)C1C(=O)NC1CCCCC1 (stereo not given)	3%	?	-10	11%	-23	-3%	-17%	-2.2	-14
30	Cc1cc(C)c(NC(=O)COc2ccccc2C(=O)Nc2ccc3c(c2)oc2ccccc23)c(C)c1	40%[activator]	-8%	-1	-8%	-16	-2%	-3%	-1.8	0

The list goes on:
entry	structure	GLP1R inv ag	WRN inhibitor	PI5P4K alpha inh	GLP1R ag	DRD3 antagonist	HEK293 tox	PLK1 PBD block	IL-2 act	D3 ag
31	COc1ccc(NC2=C3CCCC=C3N(c3ccc(OC)cc3)C2=O)cc1	-1%	8%	0	9%	7	-9%	?	0.9	0
32	S=c1[nH]nc(COc2ccc(Cl)cc2)n1Cc1ccco1	?	-1%	-13	12%	-20	0%	?	-0.6	-14
33	COc1cccc(CCC(=O)Nc2cc3c(cc2C(=O)O)OCCCO3)c1OC	-11%	-2%	7	-14%	7	-5%	-5%	-1.6	2
34	Cc1ccc(OC2CCN(C(=O)[C@H]3O[C@@H](n4ccc(N)nc4=O)[C@H](O)[C@@H]3O)CC2)cc1	13%	1%	-8	-1%	-18	-1%	-3%	0.0	-3
35	CCOC(=O)NC(NC(=S)Nc1ccc(OC)cc1)C(Cl)(Cl)Cl (stereo not given)	?	-1%	-4	5%	-6	7%	-12%	2.9	-2
36	CC1CCCN(CC(=O)NC(=O)NC2CCCCC2)C1 (stereo not given)	?	-12%	10	7%	9	2%	-4%	0.1	-1
37	Cc1cc(N2CCCCC2)nc2ccccc12	-5%	-19%	-2	9%	-2	-1%	-10%	1.0	2
38	O=C(CSc1nc2ccc([N+](=O)[O-])cc2s1)c1ccc2ccccc2c1	0%	5%	-18	-1%	-1	-2%	-14%	-1.1	-4
39	O=C(NC1c2ccccc2Oc2ccccc21)c1ccc([N+](=O)[O-])cc1	2%	1%	2	8%	16	-6%	-2%	-0.6	2
40	Clc1ccccc1Cn1nc(-c2ccccc2)nc1-c1ccccc1	?	0%	23	2%	5	0%	4%	0.3	-1

(more compounds)
entry	structure	GLP1R inv ag	WRN inhibitor	PI5P4K alpha inh	GLP1R ag	DRD3 antagonist	HEK293 tox	PLK1 PBD block	IL-2 act	D3 ag
41	O=C(NCCN1CCOCC1)c1ccc(NS(=O)(=O)c2cccc([N+](=O)[O-])c2)cc1	-5%	-9%	3	9%	-6	-5%	-9%	-6.5	-20
42	O=C(NNC(=O)c1ccc(Cl)s1)c1csc(N2CCOCC2)n1	0%	-16%	0	-18%	3	1%	-4%	-0.4	-5
43	C/C(=N\NC(=O)COc1ccc(C#N)cc1)c1ccccc1OC(F)F	2%	-5%	-7	14%	-8	21%	-12%	-4.3	-10
44	Cc1ccc2c(ccn3cc4c(c(=O)n(C)c(=O)n4C)c23)c1	28%	-26%[57.1 µM]	-3	11%	3	3%	-13%	8.8	-2
45	CCCCC1(Br)C(=O)N(c2ccccc2)N(c2ccccc2)C1=O	-28%	-25%	?	-33%	-9	-8%	?	-1.9	2
46	CC(C)CCC(CCN1CCCC1)c1ccc2c(c1)OCO2 (stereo not given)	?	-10%	6	8%	?	-7%	-5%	-1.6	-10
47	CC(=O)c1sc(NC(=O)CCS(=O)(=O)c2ccc(Cl)cc2)nc1C	?	-11%	-4	-18%	33	?	-11%	-0.8	3
48	Cc1[nH]c(=O)[nH]c(=O)c1N(C)C	14%	0%	-3	-5%	7	-21%	5%	2.0	-2
49	CCOC(=O)c1cnc2c(C)cc(Cl)cc2c1NCCCN1CCOCC1	?	2%	6	20%	23	-7%	-11%	-2.7	4
50	CC(Oc1ccccc1)C(=O)Nc1cccc(NC(=O)c2ccco2)c1 (stereo not given)	-10%	1%	1	3%	-17	9%	-3%	0.2	-9

(next part)
entry	structure	GLP1R inv ag	WRN inhibitor	PI5P4K alpha inh	GLP1R ag	DRD3 antagonist	HEK293 tox	PLK1 PBD block	IL-2 act	D3 ag
51	COc1ccc(/C=N/NC(=O)Cn2nnc3ccccc32)cc1OC	43%[activator]	-19%	-11	23%	2	3%	-4%	-0.1	-1
52	O=C(/C(=C/O)N=Nc1ccccc1)c1ccncc1	-4%	-8%	-17	2%	-19	?	-6%	-0.3	1
53	COc1cnc(SCC(=O)O)[nH]c1=O	-1%	5%	.	5%	-1	14%	-8%	2.3	1
54	CCOC(=O)C1CCN(C(c2cc3ccc(C)c(C)c3[nH]c2=O)c2nnnn2C2CCCCC2)CC1 (stereo not given)	1%	-17%	.	7%	17	-5%	-2%	-0.2	7
